SUMO HTRF inh = blocks human SUMOylation mediated by UBC9; actives 0.36% (n = 290,000); HTRF SUMOylation assay, SAE1/SAE2 + UBC9, in vitro; inhibition, % at 35 µM; AID 2006; in the data active = inhibition above about 50%, passing the limit was not always enough; note: strong numbers were not always called active
MEKK2 mut-MEK5 = signal of MEK5 binding to mutant human MEKK2 PB1 domain. bead flow cytometry, Alexa488-MEK5 binding to MEKK2 mutant. percent response, % at 10 µM. actives 0.35% (n = 290,000). AID 1530; in the data active = percent response above about 24%, passing the limit was not always enough; note: inactives centre near 1; some results filed as inactive read as strong as hits
CRFBP-R2 block = antagonists of CRF-binding protein/CRF-R2 receptor complex | actives 0.59% (n = 350,000) | AID 588475 | inhibition, % at 11.8 µM | HEK293 CRF-R2/CRF-BP, CRF-induced calcium fluorescence;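 active = inhibition of the ligand-induced calcium signal above about 50% at the single tested concentration, limit read from the data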
MEKK2 WT-MEK5 = raises or lowers MEK5 binding to wildtype human MEKK2 PB1 domain. AID 1531. bead flow cytometry, Alexa488-MEK5 binding to MEKK2 WT; actives lie on both sides. binding response (% of control), % at 10 µM. Q9Y2U5. actives 1.1% (n = 290,000); in the data active = binding response below about 67% or above about 130%
FID counter = displaces DNA intercalator in HCV helicase counter-screen | inhibition, % at 7.9 µM | DNA fluorescent intercalator displacement, fluorescence | actives 0.17% (n = 290,000); in the data active = inhibition above about 37%;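 note: 0% = vehicle and 100% = reference compound; higher means more ethidium bromide displaced from hairpin DNA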
MEKK3 PB1 HTS = MEKK3-MEK5 PB1 interaction, increase or decrease; actives 1.4% (n = 290,000); AID 1529; binding response (% of control), % at 10 µM; bead-based flow cytometry, Alexa488-MEK5 binding to MEKK3; actives lie on both sides; 0 = blocked by unlabeled MEK5, 100 = vehicle; Q99759;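 active = binding response more than 3 SD above or below the average of its plate-row segment, actives on both sides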;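 note: Alexa488 bead fluorescence after subtracting the streptavidin-only scavenger bead signal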
Target sequence (Q99759 whole entry, looked up): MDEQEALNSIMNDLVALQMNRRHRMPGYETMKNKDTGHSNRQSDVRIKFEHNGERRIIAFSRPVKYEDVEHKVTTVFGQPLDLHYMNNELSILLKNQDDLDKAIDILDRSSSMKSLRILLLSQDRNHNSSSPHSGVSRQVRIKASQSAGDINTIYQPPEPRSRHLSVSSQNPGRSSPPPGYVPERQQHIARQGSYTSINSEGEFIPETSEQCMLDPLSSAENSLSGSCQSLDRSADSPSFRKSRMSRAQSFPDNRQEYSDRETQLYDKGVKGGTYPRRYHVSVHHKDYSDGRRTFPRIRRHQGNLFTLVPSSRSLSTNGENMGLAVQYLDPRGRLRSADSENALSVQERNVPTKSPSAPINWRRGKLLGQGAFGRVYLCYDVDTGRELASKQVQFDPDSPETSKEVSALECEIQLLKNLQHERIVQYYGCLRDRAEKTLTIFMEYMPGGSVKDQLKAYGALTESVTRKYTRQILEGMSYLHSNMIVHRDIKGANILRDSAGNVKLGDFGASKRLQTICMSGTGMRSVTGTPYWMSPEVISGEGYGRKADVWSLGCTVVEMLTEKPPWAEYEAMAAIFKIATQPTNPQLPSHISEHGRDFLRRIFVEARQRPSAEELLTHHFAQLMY
GalR3 antagonist = blocks the human galanin receptor 3. actives 0.44% (n = 360,000). HEK293 GalR3-CNG cAMP membrane potential fluorescence; galR3 body fused to GalR1 C-terminus. inhibition, % at 3 µM. AID 651719;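 active = inhibition above the screen-wide average plus 3 SD, cut at about 13% in these data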;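 note: forskolin and galanin both at EC90 stimulate the cells; cAMP rise reported by CNG channel membrane potential dye signal; 0% = forskolin plus galanin with DMSO and 100% = forskolin alone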
HCV NS3 hel inh = blocks Hepatitis C virus NS3 helicase unwinding. NS3 helicase DNA unwinding, Cy5 molecular beacon fluorescence. inhibition, % at 10.9 µM. actives 0.56% (n = 290,000). AID 1800;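 active = inhibition above the mean of all tested compounds plus 3 SD, set per campaign, cut at about 35% in these data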;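 note: 0% = DMSO wells and 100% = thioflavine S control wells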
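System: Hepatitis C virus NS3 helicase domain fragment enzyme | Reagent: Annealed dual-labelled DNA beacon duplex, ATP-started | Compound dosing: 10.9 µM single point, 0.8% DMSO | Incubation: 1 h reaction at 25 °C, ATP-initiated | Technique: Cy5 fluorescence | Evaluation: Percent inhibition from t60/t0 fluorescence ratio | Benchmarks: Low DMSO, high thioflavine S at 110 µM | Replication: Singlicate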
CRFBP-R2 agonist = agonists of human CRF-binding protein/CRF-R2 receptor complex. HEK293 CRF-R2/CRF-BP, calcium dye fluorescence (FLIPR); percent of saturating CRF peptide response. activation, % at 13.2 µM. actives 0.46% (n = 350,000);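 active = activation of at least 50%, plus an integration ratio under a set limit after plate pattern correction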;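 note: plate controls were neutral control wells without compound for no effect and CRF at EC100 for full effect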
* marks the source's active call; other numbers are inactive results; . = not tested or not shown. These rows are one share of the data; count on the stated rates, not on these rows.

SMILES | SUMO HTRF inh | MEKK2 mut-MEK5 | CRFBP-R2 block | MEKK2 WT-MEK5 | FID counter | MEKK3 PB1 HTS | GalR3 antagonist | HCV NS3 hel inh | CRFBP-R2 agonist
Cc1ccc(CSc2nnc(-c3cccs3)n2C)cc1 | 3 | -2 | -4 | 92 | -16 | 94 | -8 | 1 | 0.1
CCN1CCN(C(CNS(=O)(=O)c2ccc(Cl)cc2)c2ccccc2)CC1 (stereo not drawn) | -2 | 4 | 3 | 112 | 22 | 105 | 0 | -12 | 3.0
CC1CCCC(NC(=O)CNCc2ccccc2F)C1C (stereo not drawn) | 9 | 3 | -21 | 103 | -1 | 107 | -5 | -1 | -4.2
CCSC1=C(C#N)C(c2ccccc2Cl)C(C(=O)c2cccs2)C(O)(C(F)(F)F)N1 (stereo not drawn) | 10 | 0 | -7 | 98 | -15 | 103 | -2 | -3 | 0.9
O=C(CN1CCN(S(=O)(=O)/C=C/c2ccccc2)CC1)NC(=O)NCc1ccco1 | 6 | 4 | 20 | 104 | -19 | 103 | -4 | 6 | -0.1
O=C(O)c1cc(-c2ccccc2)n[nH]1 | 6 | 5 | -12 | 108 | 0 | 96 | -1 | 2 | -0.9
C/C(=N\N=C1\NC(=O)C(Cc2ccccc2)S1)c1ccccc1 (stereo not drawn) | 14 | -2 | -4 | 99 | -14 | 103 | 0 | 4 | -0.6
CC(C)N(Cc1nc(-c2ccccc2)no1)C(=O)Cc1ccccc1 | -9 | 2 | -18 | 107 | -28 | 108 | . | -5 | -5.9
COc1ccccc1NC(=O)N1CCC(NC(=O)C(Cc2ccccc2F)NC(C)=O)CC1 (stereo not drawn) | -6 | 0 | 11 | 99 | -13 | 100 | 0 | 6 | -1.5
CCCCC1(C)OC(=O)C(=Cc2ccc(N(CC)CC)cc2)C(=O)O1 (stereo not drawn) | 18 | -3 | -51 | 90 | 0 | 98 | -1 | 6 | 59*
COc1ccc(/C=C/c2nc(-c3ccccc3O)n[nH]2)cc1 | 6 | -1 | -8 | 106 | 10 | 103 | 4 | -20 | -0.6
CC(Oc1ccc2c(-c3ccccc3)cc(=O)oc2c1)C(=O)NCCN1CCOCC1 (stereo not drawn) | 14 | 3 | -11 | 101 | -8 | 99 | -3 | -9 | 0.3
COc1ccc(-n2c(SCC(=O)NCC3CCCO3)nc3c([nH]c4ccccc43)c2=O)cc1 (stereo not drawn) | 9 | -3 | 0 | 98 | -23 | 104 | -10 | -13 | -0.1
Cn1c(=O)cc(OCCCC(=O)NC2CCCC2)c2ccccc21 | 29 | 3 | 0 | 100 | -23 | 100 | -4 | 11 | 0.9
CSc1cccc(NC(=O)Cn2cccc2)c1 | 26 | 4 | -9 | 107 | -1 | 104 | -3 | -2 | 0.5
CC(C)c1ccc(CNC(=O)C(=O)NCCCn2ccnc2)cc1 | 8 | -10 | -3 | 94 | -1 | 107 | 2 | -7 | -1.1
Cc1ccc([N+](=O)[O-])cc1NC(=S)NC(=O)C(C)(C)C | -14 | 3 | -2 | 100 | 8 | 110 | -7 | 5 | -0.1
CCOc1ccc(NC(=O)NNC(=O)C2CCC(C(C)(C)C)CC2)cc1 (stereo not drawn) | 0 | 1 | -10 | 101 | -5 | 99 | -5 | -2 | -2.2
CCc1c(-c2ccccc2)[n+](=O)c2c(n1[O-])CCC2 | 19 | 0 | 9 | 100 | -2 | 104 | -5 | -2 | -1.1
CN(C)c1ccc(S(=O)(=O)N(C)C)cc1NC(=O)Cc1cccc2ccccc12 | -3 | -1 | 2 | 91 | -42 | 93 | -2 | 0 | -0.2
Cc1cc2[nH]c(=O)c(=O)[nH]c2cc1S(=O)(=O)N1CCN(c2cccc(Cl)c2)CC1 | 16 | -3 | 0 | 91 | -24 | 100 | 0 | 3 | 1.0
O=c1[nH]c(N2CCc3ccccc32)nc2c1CCCC2 | -10 | 6 | 8 | 106 | -4 | 102 | 3 | 0 | 0.3
Cc1cc(C)c2sc(NC(=O)c3ccc([N+](=O)[O-])o3)nc2c1 | 9 | -2 | 16 | 98 | -2 | 102 | . | -111 | 0.5
OCc1cn(-c2ccccc2)nc1-c1ccco1 | 27 | -1 | 5 | 101 | -5 | 100 | -12 | 4 | 0.2

Fetched by compound from the entries so far, 3 records:
SMILES | SUMO HTRF inh | MEKK2 mut-MEK5 | CRFBP-R2 block | MEKK2 WT-MEK5 | FID counter | MEKK3 PB1 HTS | GalR3 antagonist | HCV NS3 hel inh | CRFBP-R2 agonist
CCSC1=C(C#N)C(c2ccccc2Cl)C(C(=O)c2cccs2)C(O)(C(F)(F)F)N1 (stereo not drawn) | 10 | 0 | -7 | 98 | -15 | 103 | -2 | -3 | 0.9
Cn1c(=O)cc(OCCCC(=O)NC2CCCC2)c2ccccc21 | 29 | 3 | 0 | 100 | -23 | 100 | -4 | 11 | 0.9
OCc1cn(-c2ccccc2)nc1-c1ccco1 | 27 | -1 | 5 | 101 | -5 | 100 | -12 | 4 | 0.2

An excerpt from above, showing only CRFBP-R2 agonist, FID counter and MEKK3 PB1 HTS:
Structure,CRFBP-R2 agonist,FID counter,MEKK3 PB1 HTS
CC(C)N(Cc1nc(-c2ccccc2)no1)C(=O)Cc1ccccc1,-5.9,-28,108
COc1ccccc1NC(=O)N1CCC(NC(=O)C(Cc2ccccc2F)NC(C)=O)CC1 (stereo not drawn),-1.5,-13,100
CCCCC1(C)OC(=O)C(=Cc2ccc(N(CC)CC)cc2)C(=O)O1 (stereo not drawn),59*,0,98

Bioassay records: PubChem BioAssay, several laboratories
